FBPA Giardia inh: Giardia lamblia aldolase inhibition; hit rate 0.71% among 290,000; Potency, µM (titrated, usually from 59.6 µM), for inactives: at the top dose activity, negative = inhibition, usual class: inhibitors; A8B2U2; purified Giardia FBPA; further: potency means the concentration at half of the fitted maximal effect; nearly all actives have a fitted effect of over 55% in size
Target sequence (A8B2U2 whole entry, looked up): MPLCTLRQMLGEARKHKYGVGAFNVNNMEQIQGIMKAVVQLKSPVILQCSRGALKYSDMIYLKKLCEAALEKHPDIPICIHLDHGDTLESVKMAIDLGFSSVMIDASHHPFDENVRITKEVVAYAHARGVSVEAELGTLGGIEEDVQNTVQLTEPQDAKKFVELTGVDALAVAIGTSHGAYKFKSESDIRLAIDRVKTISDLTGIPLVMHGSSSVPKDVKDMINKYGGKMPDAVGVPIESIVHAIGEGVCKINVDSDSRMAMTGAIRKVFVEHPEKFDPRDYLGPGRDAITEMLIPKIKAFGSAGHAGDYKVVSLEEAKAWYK
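Giardia FBPA (40 nM reagent) was preincubated 10 min at RT with compound (up to 57.5 uM final), then substrate plus GAPDH/TPI/NAD/arsenate coupling system with diaphorase/resazurin was added; resorufin fluorescence (525/598 nm) was read after 20 min.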
HCMV inh: human cytomegalovirus inhibition | HFF cells, HCMV-luciferase reporter, 72 h; hits give low values | activity change, negative = inhibition, % at 57.5 µM | hit rate 4.5% among 410,000; in the data active means activity change below about -60%; inconclusive means no clear call, values can overlap the other calls; inactive means above about -39%
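Human foreskin fibroblasts infected with luciferase-reporter HCMV at MOI 1 PFU/cell, compounds at two doses. Luciferase measured 72 h post infection; normalized to buffer-only basal and Salinomycin (10uM) controls.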
AmpC detergent: blocks E. coli AmpC beta-lactamase in detergent assay. AmpC hydrolysis of nitrocefin, absorbance 480 nm, 0.01% Triton. Potency, µM (doses to about 114 µM), for the others: at the top dose activity change, negative = inhibition, actives largely listed as inhibitors. hit rate 0.041% among 370,000;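 further: potency means the concentration at half of the fitted maximal effect; 0% = no-compound wells and -100% = no-enzyme wells; nearly all actives have a fitted effect of over 25% in size; some results filed as inactive show a strong effect at the top dose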
Target sequence (P00811 whole entry, looked up): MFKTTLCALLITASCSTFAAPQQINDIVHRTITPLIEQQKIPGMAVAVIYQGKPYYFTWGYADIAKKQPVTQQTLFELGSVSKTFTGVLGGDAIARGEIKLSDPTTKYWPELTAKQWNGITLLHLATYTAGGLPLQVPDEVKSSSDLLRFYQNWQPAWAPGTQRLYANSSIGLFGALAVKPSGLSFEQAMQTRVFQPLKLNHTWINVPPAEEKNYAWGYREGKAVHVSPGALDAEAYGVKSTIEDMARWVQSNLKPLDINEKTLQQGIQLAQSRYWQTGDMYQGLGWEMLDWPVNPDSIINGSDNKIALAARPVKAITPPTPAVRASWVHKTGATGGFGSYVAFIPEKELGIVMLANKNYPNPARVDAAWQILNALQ
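AmpC (5.3 nM in the dispensed reagent) in 20 mM phosphate pH 7.0 with 0.01% (detergent screen) or 0.0001% Triton X-100 was preincubated with compounds for 15 min at room temperature. Nitrocefin was then added from an 800 uM solution, and hydrolysis was followed at 480 nm.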
AmpC inh no detg: inhibitors of E. coli AmpC beta-lactamase without detergent | AmpC nitrocefin hydrolysis, absorbance 480 nm, 0.0001% Triton | Potency, µM (series often up to 57.1 µM), without a hit: top-dose activity change, negative = inhibition, hits mostly inhibitors | hit rate 0.52% among 330,000;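 further: potency means the concentration at half of the fitted maximal effect; plate controls were no compound for no effect and no enzyme for full effect; nearly all actives have a fitted effect of over 20% in size; some results filed as inactive show a strong effect at the top dose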
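AmpC (5.3 nM in the dispensed reagent) in 20 mM phosphate pH 7.0 with 0.01% (detergent screen) or 0.0001% Triton X-100 was preincubated with compounds for 15 min at room temperature. Nitrocefin was then added from an 800 uM solution, and hydrolysis was followed at 480 nm.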
Sm TGR block: S. mansoni TGR enzyme inhibition; Q962Y6; purified TGR, DTNB reduction, TNB absorbance 405 nm; Potency, µM (highest dose often 114 µM), for inactives: at the top dose activity change, negative = inhibition, actives largely listed as inhibitors; hit rate 3% among 360,000; AID 485364; further: potency means the concentration at half of the fitted maximal effect; nearly all actives have a fitted effect of over 60% in size
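First, TGR (20 nM dispensed) and NADPH were mixed with compound. Second, a 15 min room-temperature incubation followed. Third, further NADPH and then DTNB were added to start the reaction. Finally, TNB absorbance was monitored kinetically.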
HCV inh: inhibitors of hepatitis C virus infection; Huh7.5.1 HCVcc-Cre infection, luciferase reporter, 44 h; AID 651820; hit rate 3.4% among 340,000; Potency, µM (doses to about 41.8 µM), for inactives: top-dose activity change, negative = inhibition, most hits filed as inhibitors; further: potency means the concentration at half of the fitted maximal effect
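HCVcc-Cre virus at an moi near 0.5 was added right after compound to cells cultured 4 h from seeding (1,000 cells/well). Luciferase activity was determined 44 h later, 15 min after substrate addition at RT.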
Numbers without * were called inactive; ? = inconclusive; / = not tested or not shown; [ ] = dose if it differs, or a comment. Unless noted, the call rests on the fitted dose curve; in most records, active means well fitted curve in the direction sought with a large enough effect; inconclusive means small, poorly fitted or top-dose-only effect, or another doubt; inactive means no such curve, though single readings can be large; an effect the other way counts as inactive or inconclusive. Unless noted, on the % scale 0 is the no-effect control and ±100 the full control effect.

Structure | Sm TGR block | HCV inh | HCMV inh | AmpC detergent | FBPA Giardia inh | AmpC inh no detg
c1ccc(-c2ccc(SCc3cccnc3)nn2)nc1 | 6% | -5% | 69 | -2% | ? | -18%
CCOC(=O)NCN1C(=O)C2C3C=CC(C3)C2C1=O (centres undefined) | 1% | 18% | 9 | 2% | 6% | -18%
Cc1cccc2cc(CN(Cc3ccccc3)C(=O)c3cccc(F)c3)c(Cl)nc12 | -12% | ? | 30 | -8% | 0% | -9%
CCOc1ccc(-n2ccnc2SCC(=O)Nc2nc3ccc(C)cc3s2)cc1 | 1% | / | -18 | 3% | / | /
Clc1ccc(-c2nnc(CSc3nnc(-c4cccs4)n3Cc3ccccc3)o2)cc1 | -6% | ? | -88* | ? | -3% | 46%
COc1ccccc1N1CCN(C(=S)Nc2ccc3nc(N4CCOCC4)cc(C)c3c2)CC1 | 3% | 3.5µM* | 4 | -1% | -25% | 188%[activator]
COc1ccccc1CCNC(=O)C1(c2cccs2)CCOCC1 | -5% | / | -5 | 1% | / | /
Cc1ccc(CNC(=O)C2CCN(c3nc4ccc(C)cc4[nH]3)CC2)cc1 | -1% | / | 0 | 16% | / | /
Cc1cccc(N2CC(C(=O)Nc3nnc(SCCC4OCCO4)s3)CC2=O)c1 (centres undefined) | -16% | 14% | 0 | -5% | -25% | -18%
N#C[C@H](O[C@@H]1O[C@H](CO[C@@H]2O[C@H](CO)[C@@H](O)[C@H](O)[C@H]2O)[C@@H](O)[C@H](O)[C@H]1O)c1ccccc1 | / | 0% | 8 | / | / | -12%
N#Cc1c2ccccc2nc2ccccc12 | -4% | ? | -11 | 5% | 1% | -20%
COc1ccccc1CNC(=O)COC(=O)Cc1ccc(Cl)cc1 | -13% | 14% | ? | ? | 3% | 1%
Cc1oc(-c2ccc(C(=O)NCc3ccccc3F)cc2)nc1COc1ccccc1 | 3% | / | -16 | 1% | / | /
Cn1c(=O)c2cc(S(=O)(=O)NCCC(=O)NCCc3ccc(Cl)cc3)ccc2n(C)c1=O | -23% | 1% | -10 | -11% | 2% | 35%
Cc1ccc(CN2CCC(N3CC(C)OC(C)C3)CC2)cc1 (centres undefined) | -21% | 12% | -12 | -4% | 16µM* | -13%
COc1ccc2oc(C(=O)OCC(=O)N(C)CC(=O)Nc3ccc(F)cc3)c(C)c2c1 | 4% | -17% | -11 | 1% | / | 22%
O=C(Nc1cccc(OCc2cc(=O)n3c4c(sc3n2)CCCC4)c1)c1ccc(F)cc1 | -2% | / | 1 | -4% | / | /
CCc1ccc(C(=O)NNC(=O)c2ccc(OCC(=O)N3CCOCC3)c(OC)c2)cc1 | 3% | -30% | 7 | 1% | / | -16%
Cc1nc(N2CCOCC2)c2oc3ccccc3c2n1 | -14% | -15% | 78 | ? | 12% | -3%
CCCCC/C(=N\NC(=O)Nc1ccccc1)c1ccccc1 | 0% | -6% | 50 | ? | -1% | -33%
C/C(=N\Nc1ncc(Cl)cc1Cl)c1ccc(N2CCOCC2)cc1 | 1% | -2% | -31 | 4% | -24% | -19%
CCOc1ccc(NC(=S)NCCCN2CCOCC2)cc1 | 6% | -1% | -39 | -14% | ? | -14%
N#C/C(=C\c1ccc(F)c(F)c1)C(=O)NC1CCCCC1 | -3% | -5% | -38 | -14% | 4% | -23%
Cc1cccc(NC(=O)Cn2nc(C)c3nn(-c4ccc(Cl)cc4)c(C)c3c2=O)c1C | 0% | / | ? | 11% | / | /
CCOc1ccc2[nH]c(=O)c(CN(CCO)C3(c4nnnn4C4CCCCC4)CCCCC3)cc2c1 | 0% | 11% | -61* | ? | -18% | -5%

Grouped by structure: the compounds so far containing a furan ring, fused or not
Structure | Sm TGR block | HCV inh | HCMV inh | AmpC detergent | FBPA Giardia inh | AmpC inh no detg
COc1ccc2oc(C(=O)OCC(=O)N(C)CC(=O)Nc3ccc(F)cc3)c(C)c2c1 | 4% | -17% | -11 | 1% | / | 22%
Cc1nc(N2CCOCC2)c2oc3ccccc3c2n1 | -14% | -15% | 78 | ? | 12% | -3%

In the list so far, these have fluorine:
Structure | Sm TGR block | HCV inh | HCMV inh | AmpC detergent | FBPA Giardia inh | AmpC inh no detg
Cc1cccc2cc(CN(Cc3ccccc3)C(=O)c3cccc(F)c3)c(Cl)nc12 | -12% | ? | 30 | -8% | 0% | -9%
Cc1oc(-c2ccc(C(=O)NCc3ccccc3F)cc2)nc1COc1ccccc1 | 3% | / | -16 | 1% | / | /
COc1ccc2oc(C(=O)OCC(=O)N(C)CC(=O)Nc3ccc(F)cc3)c(C)c2c1 | 4% | -17% | -11 | 1% | / | 22%
O=C(Nc1cccc(OCc2cc(=O)n3c4c(sc3n2)CCCC4)c1)c1ccc(F)cc1 | -2% | / | 1 | -4% | / | /
N#C/C(=C\c1ccc(F)c(F)c1)C(=O)NC1CCCCC1 | -3% | -5% | -38 | -14% | 4% | -23%

Next part
Structure | Sm TGR block | HCV inh | HCMV inh | AmpC detergent | FBPA Giardia inh | AmpC inh no detg
Cc1ccc2nc(NCCO)nc(-c3ccccc3)c2c1 | -5% | ? | 9 | ? | -2% | 18%
O=C(CNC(=O)N1CC(=O)Nc2ccccc21)NCCc1cccc(F)c1 | -1% | 7% | -1 | -9% | 0% | -9%
O=C(Nc1cccc(S(=O)(=O)N2CCCCCC2)c1)C1CCN(C(=O)c2ccc(Cl)cc2)CC1 | -10% | ? | ? | -14% | / | 11%
O=C(CN(C(=O)CNC(=O)c1ccco1)c1ccc2c(c1)OCCO2)NC1CCCCC1 | 28% | 3% | ? | 4% | 4% | -5%
O=C(O)c1ccc2c(=O)n3c(nc2c1)/C(=C/c1cccc(Cl)c1Cl)CC3 | -2% | 18% | 23 | ? | 12% | -28%
COC(=O)c1[nH]c2c(c1C)C(=O)CC(c1cccs1)C2 (centres undefined) | 0% | ? | -76* | 3% | 1% | -20%
CCOc1cc(-c2noc(-c3cccnc3)n2)ccc1OC | -3% | ? | 71 | ? | 6% | 30%
Cc1cc(NC(=O)COC(=O)CNS(=O)(=O)c2ccc(C)c(C)c2)no1 | 0% | 10% | 20 | ? | -1% | 124%[activator]
CCCN(CCC)CCCNC(=O)CS(=O)Cc1nc(-c2ccc(OC)c(OC)c2)oc1C (centres undefined) | 0% | -4% | 19 | -15% | -11% | 26%
Cc1ccc(C(=O)c2c3ccccc3[n+]([O-])n2[C@@H](C)C(N)=O)cc1 | -19% | -7% | 74 | -11% | / | -18%
COC(=O)CN1C(=O)[C@H]2[C@@H](c3ccc(C)o3)N3C(=O)CN(Cc4ccccn4)C(=O)[C@@]3(C)[C@H]2C1=O | 25µM* | 13% | 13 | ? | 8% | 46%
O=C(C1CCC(Cn2c(=O)c3sccc3n(Cc3ccccc3)c2=O)CC1)N1CCCCC1 (centres undefined) | 0% | / | 0 | 0% | / | /
O=C(N/N=C/c1cccc(O)c1)c1cc(-c2ccc3c(c2)OCO3)n[nH]1 | 1% | 1% | -20 | -10% | 6% | ?
O=C(N/N=C\CCc1ccccc1)c1ccco1 | -6% | 6% | -18 | -3% | -1% | -18%
Cn1c(N)c(C(=O)COC(=O)C2(c3cccc(F)c3)CCCC2)c(=O)n(C)c1=O | -2% | ? | ? | -11% | -17% | 102%[activator]
Cc1ccc(N(C(C)C(=O)N2CCC(C)CC2)S(C)(=O)=O)cc1C (centres undefined) | 0% | 25% | -25 | -2% | 4% | 35%
Cc1csc(CN(C)C(=O)C2CCC(=O)N(CCCc3ccccc3)C2)n1 (centres undefined) | 0% | 20% | 11 | -10% | -11% | 28%
c1ccc(N2CCN(C3CC4CCC3C4)CC2)cc1 (centres undefined) | -3% | 11% | -13 | 2% | ? | -11%
COc1ccc(N(C(=O)CNC(=O)c2ccco2)C(C(=O)NCC2CCCO2)c2ccc(OC)c(OC)c2)cc1 (centres undefined) | -3% | -2% | 50 | 6% | -10% | 47%
CC1=C(C(=O)Nc2ccccc2C)C(c2cccnc2)n2nc(SCc3ccccc3F)nc2N1 (centres undefined) | 5% | / | -4 | 6% | / | /
CCc1c(C(=O)NC2CCCC2)csc1C | -21% | 13% | 13 | 1% | 5% | -9%
CC(C)(C)c1ccc(C(=O)Nc2nnc(SCC(=O)NCC3CCCO3)s2)cc1 (centres undefined) | -13% | ? | 35 | 2% | / | 15%
O=S(=O)(NC1CCCc2ccccc21)c1cnc[nH]1 (centres undefined) | -9% | -15% | 59 | 0% | 11% | -10%
CC(=O)Nc1ccc(NC(=O)CSc2nc(N)c(NC(=O)c3ccco3)c(=O)[nH]2)cc1 | 0% | 5% | -19 | -12% | / | -11%
COc1ccc(/C=C2/N=C3CCCCCN3C2=O)cc1OC | -30% | 17% | 41 | ? | -3% | -3%
Cc1nn(C(=O)c2ccc(Br)cc2)c(C)c1Sc1ccccc1 | -3% | / | 11 | 3% | / | /
O=C(NC(Cc1ccccc1)c1nc2ccccc2[nH]1)c1ccc(Cl)c([N+](=O)[O-])c1 (centres undefined) | -14% | ? | 26 | 0% | -11% | -40%
Cc1ccc(S(=O)(=O)/C=C/c2ccccc2)cc1 | -4% | -6% | -28 | -15% | 2% | -11%
CC(Sc1nnnn1-c1ccc(O)cc1)c1nc2ccccc2c(=O)[nH]1 (centres undefined) | 4% | -12% | -36 | 1% | 6% | -38%
Cc1ccc(-c2csc3nc(CSc4nnc(-c5ccc(Cl)cc5)n4C)[nH]c(=O)c23)cc1 | -9% | ? | 0 | ? | 5% | -29%
COC(CNC(=O)C1CCCN(S(=O)(=O)c2c(C)noc2/C=C/c2cccs2)C1)OC (centres undefined) | 5% | -11% | 49 | 1% | 2% | 220%[activator]
Cc1cc(-c2ccc(N=Nc3c(S(=O)(=O)O)cc4cc(S(=O)(=O)O)cc(N)c4c3O)c(C)c2)ccc1N=Nc1c(S(=O)(=O)O)cc2cc(S(=O)(=O)O)cc(N)c2c1O | -9% | ? | / | 13µM* | / | -52%
CCOC(=O)C(NCCc1ccccc1)(NC(C)=O)C(F)(F)F (centres undefined) | 0% | -1% | -25 | -6% | 11% | -9%
O=C(OCc1nnn(Cc2ccccc2)c1-c1c(COC(=O)c2ccccc2)nnn1Cc1ccccc1)c1ccccc1 | 4% | ? | / | -1% | 2% | -12%
CCc1nc(SCC(=O)c2ccccc2)c2ccccc2n1 | 45µM* | ? | -35 | 1% | -20% | 233%[activator]
CC1CN(Cc2nc3c(c(=O)[nH]c(=O)n3C)n2CCN2CCOCC2)CC(C)O1 (centres undefined) | -3% | 8% | 28 | 4% | 5% | -11%
Cc1[nH]c2ccc(Cl)cc2c(=O)c1CN1CCCC1 | 28µM* | -3% | -3 | ? | 0% | 23%
CC(CC1CC(C)(C)OC1=O)C(=O)Nc1ccc([N+](=O)[O-])cc1 (centres undefined) | -12% | -11% | -19 | ? | -1% | -2%
Cn1c(Cc2cccc3ccccc23)nnc1SCC(=O)N1CCN(c2ccccc2)CC1 | 10% | ? | ? | 1% | 2% | 109%[activator]
CN(CCC#N)C(=O)COC(=O)/C=C/c1cccs1 | 1% | 7% | 27 | -1% | 0% | -29%
Cc1ccc(C(C(=O)NCc2ccccc2)N(C(=O)c2ccccn2)c2ccccc2)o1 (centres undefined) | -18% | 25% | -36 | 6% | / | 45%
Clc1ccc(-c2ccc(SCc3ccccn3)nn2)cc1 | 10% | -10% | 79 | -9% | 1% | -33%
COCCNC(=O)c1cn(Cc2c(F)cccc2Cl)nn1 | -1% | 5% | -19 | -8% | / | 1%
